Bioassay records as filed in PubChem.
KLK7 zymogen act = activators of human kallikrein-7 zymogen. purified proKLK7, EDANS-DABCYL substrate fluorescence; 100% is mature enzyme control, 0% vehicle. AID 652039. 370,000 tested, 0.9% active. P49862. activation, % at 7 µM;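 active = activation above the mean of all tested compounds plus 3 SD, computed per campaign excluding outliers beyond control limits, cut at about 13% in these data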
ASAP1 GAP inh = ASAP1 ArfGAP inhibition; Q9ULH1; ASAP1-stimulated ARF1 GTP hydrolysis, GDP FP detection; inhibition, % at 16.5 µM; 360,000 tested, 0.19% active; in the data active = inhibition above about 25%;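 note: 0% = vehicle with enzyme and substrate and 100% = no enzyme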
rCAG RNA binder = molecules binding r(CAG) RNA repeats | 370,000 tested, 1.3% active | r(CAG) RNA repeat, TO-PRO-1 dye displacement fluorescence | inhibition, % at 3 µM | AID 651821;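 active = inhibition above the plate cutoff, the mean of all test compounds on that plate plus 3 SD, cut at about 35% in these data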;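 note: 0% = DMSO alone and 100% = 100 µM mitoxantrone as full dye displacement; higher means more dye released from RNA so lower well fluorescence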
GC-B act = GC-B (human) receptor activation; P20594; HEK293-GC-B cells, CNP EC30, cGMP TR-FRET; 0% at EC30 CNP, 100% saturating CNP; activation, % at 10 µM; 370,000 tested, 0.11% active;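 active = activation at 10 µM reaching about 35% in either raw or pattern-adjusted values, limit read from the data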
ARFGAP1 inhibitor = inhibitors of rat ARFGAP1; Arfgap1-stimulated ARF1 GTP hydrolysis, GDP FP detection; inhibition, % at 16.5 µM; 360,000 tested, 0.26% active;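 active = inhibition above a per-plate limit, mean inhibition of low control wells plus 3 SD, cut at about 25% in these data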;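 note: 0% = DMSO wells with enzyme and 100% = wells lacking Arfgap1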
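Assay system: Rat Arfgap1 GAP domain (His6, aa 1-136), purified enzyme | Buffer or medium: HEPES 25 mM pH 7.5, NaCl 150 mM, MgCl2, DTT | Schedule: GTP hydrolysis reaction 2 h at 25 °C | Signal: FP of antibody-bound GDP Alexa 633 tracer, ex 620/em 688 nm | Measure: Percent inhibition of Arfgap1-stimulated GTP hydrolysis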
FXN GAA850 act = frataxin GAA850 promoter activation. HEK293 lucGAA850 FXN promoter luciferase reporter, 24 h; percent of 10 µM SAHA response. activation, % at 6 µM. 360,000 tested, 0.56% active. AID 540364;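 active = activation above the average of all compounds screened plus 3 SD, cutoff fixed separately per campaign, cut at about 7.5% in these data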;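 note: 0% = DMSO wells and 100% = 10 µM SAHA wells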
HGIII-sPLA2 inh = Blocks human group III sPLA2 activity; QFRET BODIPY PC-A2 liposome hydrolysis, fluorescence; inhibition, % at 12.2 µM; 370,000 tested, 0.56% active;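 active = inhibition above mean plus 3 SD of compounds lying within the high and low control bounds, cut at about 19% in these data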;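 note: 0% = median of test compound wells and 100% = no enzyme DMSO wells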
GC-A act = GC-A (human) enzyme activation; P16066; HEK293 GC-A cells, cGMP TR-FRET, EC30 ANP; 0% at EC30 ANP, 100% saturating ANP; activation, % at 10 µM; 370,000 tested, 0.14% active; AID 1671463; in the data active = activation above about 40%
Target sequence (P16066 whole entry, looked up): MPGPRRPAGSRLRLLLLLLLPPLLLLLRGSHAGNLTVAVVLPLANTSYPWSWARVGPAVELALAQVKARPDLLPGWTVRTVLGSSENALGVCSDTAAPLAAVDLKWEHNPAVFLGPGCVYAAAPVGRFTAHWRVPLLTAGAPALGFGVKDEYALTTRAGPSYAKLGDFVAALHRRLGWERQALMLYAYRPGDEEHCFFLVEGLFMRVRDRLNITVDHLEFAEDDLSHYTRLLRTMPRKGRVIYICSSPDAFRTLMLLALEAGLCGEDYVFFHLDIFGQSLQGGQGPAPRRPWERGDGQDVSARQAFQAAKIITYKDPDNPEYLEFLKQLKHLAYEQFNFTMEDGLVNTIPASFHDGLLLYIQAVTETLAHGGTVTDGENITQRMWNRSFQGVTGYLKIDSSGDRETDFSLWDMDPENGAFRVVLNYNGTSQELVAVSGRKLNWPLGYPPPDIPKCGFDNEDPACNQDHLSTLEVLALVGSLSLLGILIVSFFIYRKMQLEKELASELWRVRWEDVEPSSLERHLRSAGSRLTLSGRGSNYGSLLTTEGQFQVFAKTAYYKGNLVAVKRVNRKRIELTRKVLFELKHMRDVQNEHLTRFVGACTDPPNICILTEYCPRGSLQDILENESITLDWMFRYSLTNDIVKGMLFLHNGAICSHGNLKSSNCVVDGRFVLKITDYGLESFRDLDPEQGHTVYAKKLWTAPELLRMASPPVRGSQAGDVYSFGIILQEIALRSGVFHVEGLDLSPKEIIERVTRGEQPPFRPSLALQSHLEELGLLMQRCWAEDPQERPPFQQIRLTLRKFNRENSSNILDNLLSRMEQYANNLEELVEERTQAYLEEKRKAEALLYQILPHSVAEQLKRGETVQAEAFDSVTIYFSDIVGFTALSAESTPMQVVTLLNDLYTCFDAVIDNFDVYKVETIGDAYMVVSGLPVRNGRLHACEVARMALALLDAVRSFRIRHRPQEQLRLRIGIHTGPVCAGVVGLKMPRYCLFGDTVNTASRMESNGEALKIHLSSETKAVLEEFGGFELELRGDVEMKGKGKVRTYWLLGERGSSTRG
ADAM10 inh = ADAM10 inhibition, QFRET primary screen | O14672 | recombinant ADAM10, EDANS/DABCYL FRET peptide cleavage, 3 h | inhibition, % at 7 µM | 370,000 tested, 0.62% active | AID 720582;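 active = inhibition above a per-campaign cutoff equal to the mean of compounds falling between control-based bounds plus 3 SD, cut at about 20% in these data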;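 note: 0% = DMSO wells while the 100% control is not disclosed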
Tn6 DDE FP = inhibitors of Tn6 peptide binding to human fibrin DD(E); 370,000 tested, 0.21% active; Fibrin DD(E) TRITC-Tn6 fluorescence polarization displacement; inhibition, % at 8.3 µM; P02675;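 active = inhibition above a per-campaign cutoff: mean of compounds within control limits plus 3 SD, cut at about 15% in these data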;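 note: 0% = median of all compound wells on the plate and 100% = blocking peptide control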
* = called active by the depositor; i = inactive; / = not tested or not shown.

#	compound	KLK7 zymogen act	ASAP1 GAP inh	rCAG RNA binder	GC-B act	ARFGAP1 inhibitor
1	CCC1=Nc2cc(C(=O)NCc3cccnc3)ccc2Sc2ccc(C)cc21	0.4	3	9	-16	12
2	COC(=O)C1CN(C(=O)c2cccc(OC(F)F)c2)c2ccccc2O1 (configuration not stated)	0.0	1	4	-4	8
3	O=C(COc1cccc(NC(=O)c2ccccc2)c1)c1ccc(F)cc1	0.0	0	0	3	8
4	CCOC(=O)Cc1c(C)nc2cc(C)nn2c1C	1.0	-13	-2	0	3
5	O=C(NCc1ccco1)C12CN(Cc3ccccc3)CC1C(c1cccc([N+](=O)[O-])c1)=NO2 (configuration not stated)	0.1	25*	7	8	0
6	O=C(Nc1ccc(S(=O)(=O)N2CCOCC2)cc1)c1c(F)cccc1F	-0.8	3	4	-1	4
7	CCOC(=O)N/N=C(\C)c1ccc(OC(F)F)cc1OC(F)F	0.0	-4	-1	2	0
8	CCOc1ccccc1NC(=O)CNC(=O)Cc1ccccc1	-0.1	-2	-3	5	1
9	O=C(N/N=C/c1ccc(Br)s1)Nc1ccccc1	-0.1	18	4	-9	-2
10	O=C(NCCC1=CCCCC1)c1ccc(CN2CCOCC2)cc1	0.3	10	-6	8	-9
11	Cc1nc2ncnn2c(N2CCN(C(=O)c3cccc(F)c3)CC2)c1C	-0.1	-3	-7	0	-11
12	Nc1nnc(CC(=O)N2CCCCC2)s1	0.5	0	-1	-3	9

#	FXN GAA850 act	HGIII-sPLA2 inh	GC-A act	ADAM10 inh	Tn6 DDE FP
1	-3.8	-1	-7	-5	0
2	2.3	4	-1	-2	-3
3	2.5	-21	7	5	-5
4	-1.8	-2	-2	-6	0
5	0.6	-4	1	11	1
6	2.7	-2	1	-6	-5
7	0.0	3	1	4	3
8	-1.0	2	-1	-4	-1
9	3.5	-18	4	-3	2
10	3.4	-2	2	-5	-5
11	0.8	4	-1	1	6
12	2.2	0	1	-3	-3

Going on with the list:
#	compound	KLK7 zymogen act	ASAP1 GAP inh	rCAG RNA binder	GC-B act	ARFGAP1 inhibitor
13	O=C(Cc1ccccc1)c1c[nH]c(C(=O)C(Cl)(Cl)Cl)c1	-0.4	-3	1	0	3
14	Cc1ccc(CN2CCCCC(NC(=O)Nc3ccccc3-c3ccccc3)C2=O)cc1 (configuration not stated)	-0.1	/	2	-6	/
15	COc1ccc(S(=O)(=O)N2CCCC(C(=O)NCc3ccncc3)C2)cc1Cl (configuration not stated)	-0.1	-11	-3	0	-16
16	CN1C2=NC(c3ccccc3)CC(=O)N2/C(=C\c2ccccc2)C1c1ccccc1C(F)(F)F (configuration not stated)	/	/	/	-32	/
17	N#Cc1c2n(c(=S)n(-c3ccccc3[N+](=O)[O-])c1=O)CCCCC2	0.2	-2	2	2	-3
18	O=C(O)CCCC(=O)Nc1ccccc1C(=O)O	-0.6	2	2	-3	16
19	COc1ccccc1OCC(=O)Nc1cc(S(=O)(=O)N2CCOCC2)ccc1N1CCCCC1	0.2	9	4	8	8
20	O=c1c(Cl)c(N2CCC3(CC2)OCCO3)cnn1C12CC3CC(CC(C3)C1)C2	0.5	2	-8	13	-15
21	C[C@H](CO)NC(=O)c1[nH]cnc1C(=O)Nc1ccc(CNC(=O)OC(C)(C)C)cc1	-0.1	-3	0	-1	-1
22	O=C(Cn1cc2c(n1)CCCCC2)N1CCc2ccccc21	-0.1	1	-1	0	8
23	COc1cc(NC2c3ccccc3C(=O)N2Cc2ccc3c(c2)OCO3)cc(OC)c1 (configuration not stated)	0.2	12	6	-15	2
24	CC12CCC3c4ccccc4CCC3(CO1)C2 (configuration not stated)	-0.8	4	1	0	1

#	FXN GAA850 act	HGIII-sPLA2 inh	GC-A act	ADAM10 inh	Tn6 DDE FP
13	0.1	-2	3	-4	6
14	/	7	-2	17	-8
15	0.8	0	0	3	-4
16	/	-4	-36	2	4
17	0.1	-5	0	8	2
18	-0.9	6	4	-2	7
19	-0.4	-10	0	1	3
20	0.6	0	2	2	8
21	1.6	10	1	-8	8
22	2.0	0	1	-11	3
23	3.6	-12	-28	8	-4
24	1.0	-2	-3	-1	-5

Further records follow.
#	compound	KLK7 zymogen act	ASAP1 GAP inh	rCAG RNA binder	GC-B act	ARFGAP1 inhibitor
25	COC(=O)/C=C1/N/C(=N\c2nc(C)cc(C)n2)N(c2ccc(Cl)cc2)C1=O	0.2	-13	2	5	10
26	Cn1cc(CN2CCC(n3nccc3NC(=O)Cc3ccccc3)CC2)cn1	-0.1	11	-6	1	10
27	COc1ccc(S(=O)(=O)N2CCCCCC2)cc1C(=O)OCC(=O)NC1CCS(=O)(=O)C1 (configuration not stated)	-1.0	-9	-1	-3	-12
28	COc1ccc(S(=O)(=O)Nc2ccc(-c3ccc4nnc(C)n4n3)cc2)c(OC)c1	1.1	-2	9	7	-2
29	CCCOc1cccn2c(N(C)C(=O)c3ccccc3F)c(CC)nc12	1.0	-3	2	-1	-1
30	Cc1cccc(NC(=O)C2NC(=O)CC2c2ccccc2)c1C (configuration not stated)	0.2	3	2	-3	-8
31	C/C(Cl)=C/CN1C(=O)C2C3C=CC(C3)C2C1=O (configuration not stated)	0.0	3	-6	5	12
32	Cn1c(-c2cccc3ccccc23)n[nH]c1=S	0.2	11	-5	1	10
33	Cc1nn(C)c(N)c1C(O)(c1nccn1C)C(F)(F)F (configuration not stated)	0.5	-11	-2	11	5
34	C[C@H](CO)N1C[C@H](C)[C@H](CN(C)S(=O)(=O)c2cccs2)OCc2cnnn2CCCC1=O	0.8	5	0	6	1
35	O=C(CSc1nnc(-c2ccc(F)cc2)o1)N1CCCC1	0.4	3	0	-4	-7
36	Cc1ccc(C)c(-c2csc(NC(=O)C3=COCCO3)n2)c1	-0.4	1	-4	-3	-14

#	FXN GAA850 act	HGIII-sPLA2 inh	GC-A act	ADAM10 inh	Tn6 DDE FP
25	3.1	-4	4	4	-1
26	-0.5	2	1	-6	1
27	0.8	1	-4	-2	-1
28	0.9	0	15	-15	4
29	-0.6	-5	1	-4	-7
30	-0.9	0	1	-6	-2
31	-0.6	0	3	-4	-2
32	-0.8	20*	4	-13	5
33	0.3	3	-2	3	3
34	0.3	0	4	0	13
35	2.3	0	1	2	-10
36	-0.6	-11	-3	-10	2

Brought forward from above: 6 entries; new compounds follow.
#	compound	KLK7 zymogen act	ASAP1 GAP inh	rCAG RNA binder	GC-B act	ARFGAP1 inhibitor
31	C/C(Cl)=C/CN1C(=O)C2C3C=CC(C3)C2C1=O (configuration not stated)	0.0	3	-6	5	12
32	Cn1c(-c2cccc3ccccc23)n[nH]c1=S	0.2	11	-5	1	10
33	Cc1nn(C)c(N)c1C(O)(c1nccn1C)C(F)(F)F (configuration not stated)	0.5	-11	-2	11	5
34	C[C@H](CO)N1C[C@H](C)[C@H](CN(C)S(=O)(=O)c2cccs2)OCc2cnnn2CCCC1=O	0.8	5	0	6	1
35	O=C(CSc1nnc(-c2ccc(F)cc2)o1)N1CCCC1	0.4	3	0	-4	-7
36	Cc1ccc(C)c(-c2csc(NC(=O)C3=COCCO3)n2)c1	-0.4	1	-4	-3	-14
37	CCN1C(=O)/C(=C\N2CCOCC2)SC1=S	-0.6	18	-2	1	-1
38	Cc1ccc(S(=O)(=O)Cn2nnnc2C(c2ccccc2)N2CCN(c3ccccc3)CC2)cc1 (configuration not stated)	-0.2	9	2	-4	1
39	CNC(=O)CC1C(=O)N(c2ccc(Cl)cc2)C(=S)N1CCc1ccc(OC)c(OC)c1 (configuration not stated)	-0.6	21	6	2	0
40	COc1ccc(/C(N)=N/OC(=O)C2CCC(=O)N2S(=O)(=O)c2ccc(C)cc2)cc1OC (configuration not stated)	0.5	2	-3	-2	-7
41	COc1ccc(NC(=O)C2CCCN(S(=O)(=O)c3cccnc3)C2)cc1OC (configuration not stated)	-0.2	-3	-3	1	-2
42	COc1ccccc1CC(NC(C)=O)C(=O)NC1CCN(C(=O)Nc2ccccc2F)CC1 (configuration not stated)	-0.3	-11	-6	1	3
43	O=C(Nc1ccc(F)c(Cl)c1)c1cc(C2CCCN(C(=O)c3cccs3)C2)on1 (configuration not stated)	0.1	-6	3	2	-1
44	Cn1cc([N+](=O)[O-])c(C(=O)NCc2ccco2)n1	-0.7	-6	-3	4	8
45	CCCCn1c(S(=O)(=O)O)nc2ccccc21	-0.1	5	2	3	-2
46	Cc1cc(C)cc(-n2ccnc2SCC(=O)Nc2nccs2)c1	-0.8	13	1	-6	1
47	O=C(Nc1ccc(S(=O)(=O)N2CCOCC2)cc1)c1cc([N+](=O)[O-])ccc1Cl	-0.2	4	0	3	14
48	O=C(CSC1=N/C(=C/c2ccco2)C(=O)N1c1ccc(OC(F)F)cc1)NC1CCS(=O)(=O)C1 (configuration not stated)	-0.3	23	5	0	-13

#	FXN GAA850 act	HGIII-sPLA2 inh	GC-A act	ADAM10 inh	Tn6 DDE FP
31	-0.6	0	3	-4	-2
32	-0.8	20*	4	-13	5
33	0.3	3	-2	3	3
34	0.3	0	4	0	13
35	2.3	0	1	2	-10
36	-0.6	-11	-3	-10	2
37	-3.3	7	3	-2	1
38	-1.2	9	-2	11	13
39	1.4	-21	0	13	2
40	4.9	-3	3	2	1
41	0.2	-2	3	7	-2
42	0.9	8	2	-3	-7
43	-0.9	-17	4	12	-1
44	2.1	-2	1	6	5
45	2.5	1	-1	3	2
46	-0.2	-10	-15	-6	4
47	-1.9	8	1	1	-3
48	-0.3	-7	3	-5	0

Additional structures
#	compound	KLK7 zymogen act	ASAP1 GAP inh	rCAG RNA binder	GC-B act	ARFGAP1 inhibitor
49	Cn1c(C(=O)O)cc2c(=O)n3ccccc3nc21	58*	3	0	1	0
50	CCCC(=O)NC(=S)Nc1ccc(CN2CCOCC2)cc1	0.1	16	-6	-1	2
51	Cc1ccc(NC(=O)Cn2nc(-c3ccco3)ccc2=O)cc1Cl	1.7	10	12	-1	0
52	COc1ccc(-n2c(C)cc(/C=C(\C#N)C(=O)NCc3ccco3)c2C)cc1	-0.3	1	0	4	-4
53	COc1ccccc1NC(=O)c1ccc(NC(=O)CSc2nnnn2C)cc1	0.8	3	0	2	-6
54	CCc1nnc(NS(=O)(=O)c2ccc(NC(=O)c3ccccc3OC)cc2)s1	0.7	7	49*	3	-12
55	CC(C)(C)c1ccc(S(=O)(=O)N2CCSC2)cc1	0.1	9	-3	0	-3

#	FXN GAA850 act	HGIII-sPLA2 inh	GC-A act	ADAM10 inh	Tn6 DDE FP
49	1.5	1	2	i	-10
50	3.2	-8	-4	6	-4
51	-0.1	-2	-1	-148	7
52	-0.1	-2	2	-8	-4
53	-2.6	-5	-2	2	-1
54	2.7	-21	-4	10	-2
55	2.3	1	4	2	-5
